Source: PubChem BioAssay (several laboratories)
Rab7 wt GTP bind = alters GTP binding to wildtype dog Rab7 | GTP binding activity (percent of control), % at 10 µM | AID 758 | GST-Rab7 beads, fluorescent GTP binding, flow cytometry; actives lie on both sides; untreated = 100%, excess cold GTP = 0% | 190,000 tested, 0.055% active;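 active = fluorescent GTP binding to Rab7 beads changed by at least 20 points from the 100% baseline, either direction, mostly lower; inconclusive = compound itself probably fluorescent, or too few beads counted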;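 also: median green fluorescence of bound Bodipy-FL-GTP per Rab7 bead population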
Avidin bead fluor = avidin bead compound fluorescence profile; fluorescence (KMESF) at 10 µM; 220,000 tested, 0.38% active; Avidin beads, compound fluorescence 488/530 nm, flow cytometry; stronger effect = higher value; AID 1775; in the data active = fluorescence above about 47; also: inactives centre near 10
Mcl1-Noxa inh = disrupts binding of human Mcl-1 to Noxa peptide | TR-FRET Mcl-1/Noxa peptide binding, 2 h | inhibition, % at 21.7 µM | 220,000 tested, 1.5% active | AID 1022 | Q07820;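 active = compounds that cut the protein-peptide binding signal by more than 50% relative to plate controls in a single-dose test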;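 also: His-tagged Mcl-1 with rhodamine Noxa BH3 peptide and terbium anti-His antibody; 0% = Mcl-1 plus Noxa peptide wells and 100% = peptide-only wells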
Target sequence (Q07820 whole entry, looked up): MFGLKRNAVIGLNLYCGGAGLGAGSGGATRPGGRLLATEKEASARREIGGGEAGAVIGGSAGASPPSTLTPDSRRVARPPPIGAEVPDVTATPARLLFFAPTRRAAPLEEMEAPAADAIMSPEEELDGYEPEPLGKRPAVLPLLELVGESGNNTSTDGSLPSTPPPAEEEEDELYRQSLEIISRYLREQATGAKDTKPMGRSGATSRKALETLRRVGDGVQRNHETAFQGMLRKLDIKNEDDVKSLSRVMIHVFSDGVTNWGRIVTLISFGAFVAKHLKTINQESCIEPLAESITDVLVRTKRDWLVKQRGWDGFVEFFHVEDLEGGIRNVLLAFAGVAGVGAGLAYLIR
Rac1 wt modul = modulators of human Rac1 wildtype GTP binding; P63000; GST-Rac1 beads, fluorescent GTP binding, flow cytometry; actives lie on both sides; 0 = cold GTP competed, 100 = untreated; GTP binding activity (% of control), % at 10 µM; 190,000 tested, 0.27% active; AID 757;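 active = GTP binding activity at least 20 points away from the 100% control level, either lower or higher; inconclusive = compound flagged as likely green fluorescent, judged across all proteins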
ABCG2 block = human ABCG2 inhibition, ABCB1 as counter-screen | inhibition, % at 6.6 µM | Q9UNQ0 | IgMXP3 cells, JC-1 efflux, flow cytometry | AID 1325 | 190,000 tested, 0.1% active;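 active = inhibition above 80%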;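 also: 0% = DMSO and 100% = nicardipine control wells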
Target sequence (Q9UNQ0 whole entry, looked up): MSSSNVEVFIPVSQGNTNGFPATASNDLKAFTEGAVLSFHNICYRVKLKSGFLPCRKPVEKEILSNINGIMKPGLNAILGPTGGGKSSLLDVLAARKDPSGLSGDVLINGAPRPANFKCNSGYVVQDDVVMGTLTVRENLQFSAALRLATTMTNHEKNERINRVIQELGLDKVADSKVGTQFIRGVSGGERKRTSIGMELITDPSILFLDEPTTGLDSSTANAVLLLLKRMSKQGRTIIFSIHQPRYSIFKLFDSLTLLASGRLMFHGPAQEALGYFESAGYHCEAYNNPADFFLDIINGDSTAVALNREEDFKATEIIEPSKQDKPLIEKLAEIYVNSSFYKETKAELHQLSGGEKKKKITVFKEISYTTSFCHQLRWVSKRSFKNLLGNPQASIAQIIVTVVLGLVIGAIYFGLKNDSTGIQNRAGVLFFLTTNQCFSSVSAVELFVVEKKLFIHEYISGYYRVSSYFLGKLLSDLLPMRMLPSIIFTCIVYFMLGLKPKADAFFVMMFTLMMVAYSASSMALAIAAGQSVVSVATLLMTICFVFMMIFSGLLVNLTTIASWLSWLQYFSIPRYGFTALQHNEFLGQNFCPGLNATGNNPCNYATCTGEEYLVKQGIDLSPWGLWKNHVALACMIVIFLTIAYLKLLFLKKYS
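Incubation: cells with compound and JC-1, 10 min at 25 °C, rotating, no wash / Test system: IgMXP3 (ABCG2) plus far-red-tagged CCRF-Adr (ABCB1) cells / Compound dosing: one concentration, 6.6 µM final / Also added: JC-1 fluorescent substrate / Evaluation: efflux inhibition in percent versus controls / Detection: flow cytometry, 530 nm JC-1 signal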
Pf gamet viab = kills late stage P. falciparum gametocytes | P. falciparum stage V gametocytes, ATP luminescence, 24 h | inhibition, % at 10.9 µM | 150,000 tested, 0.065% active | AID 743093;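 active = inhibition above the mean plus 3 SD of compounds within the control limits, set per campaign, cut at about 38% in these data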;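 also: 0% = DMSO wells and 100% = medium only without gametocytes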
Rab2A wt mod = changes GTP binding to wildtype dog Rab2A, up or down; GST-Rab2 wt beads, Bodipy-GTP binding, flow cytometry; GTP binding activity, % at 10 µM; 190,000 tested, 0.19% active;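 active = GTP binding activity at least 20 points away from 100%, either lowered or raised; inconclusive = signal likely due to the compound's own green fluorescence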;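 also: 0% = beads with excess unlabeled GTP and 100% = no-compound control corrected for plate trend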
ABCB1 block = inhibitors of human ABCB1 transporter, ABCG2 counter-screen. CCRF-Adr cells, JC-1 efflux, flow cytometry. P08183. AID 1326. 190,000 tested, 0.067% active. inhibition, % at 6.6 µM; in the data active = inhibition above about 40%;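 also: 0% = vehicle and 100% = reference inhibitor; higher value means more JC-1 retained so stronger ABCB1 efflux block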
Rac1 mut GTP = human Rac1 activated mutant GTP binding change; percent activity (GTP binding), % at 10 µM; 190,000 tested, 0.11% active; P63000; GST-Rac1 activated beads, fluorescent GTP binding, flow cytometry; actives lie on both sides; 100% means binding = to untreated wells;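 active = GTP binding at least 20 percentage points away from the 100% baseline, in either direction, so actives lie on both sides; inconclusive = Compound likely fluorescent itself, or too few beads counted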
Cdc42 wt GTP = changes GTP binding to wildtype human Cdc42; GST-Cdc42 beads, Bodipy-GTP binding, flow cytometry; actives lie on both sides; 190,000 tested, 0.2% active; AID 761; percent activity (GTP binding), % at 10 µM; P60953;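 active = percent activity GTP binding at least 20 points away from the 100% baseline, either down as inhibitor or up as activator; inconclusive = compound flagged as likely green fluorescent from well-wide comparison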;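 also: median bead fluorescence of bound Bodipy-FL-GTP at 100 nM; 0% = excess unlabeled GTP control and 100% = no compound control; below 100% means less GTP binding so inhibitor and above means activator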
HRas wt GTP = modulators of GTP binding to human HRas wildtype; AID 759; GST-Ras wt beads, Bodipy-FL-GTP binding, flow cytometry; actives lie on both sides; P01112; GTP binding activity, % at 10 µM; 190,000 tested, 0.14% active;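 active = GTP binding activity at least 20% away from the 100% baseline, either lowered as inhibitor or raised as activator; inconclusive = flagged as likely green fluorescent, judged across all proteins in the well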;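 also: 0% = unlabeled GTP competition control and 100% = no-compound control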
Numbers without * were called inactive.

`CCOC(=O)C1=C(O)CCn2c1nc1ccccc12` gave Rab7 wt GTP bind 101, Avidin bead fluor 5, Mcl1-Noxa inh 2, Rac1 wt modul 96, ABCG2 block 1, Rab2A wt mod 97, ABCB1 block 0.0, Rac1 mut GTP 96, Cdc42 wt GTP 97 and HRas wt GTP 97.
Screening COc1cc(C(=O)c2nccc3cc(OC)c(OC)cc23)c([N+](=O)[O-])cc1OC returned Rab7 wt GTP bind 99, Avidin bead fluor 9, Mcl1-Noxa inh 19, Rac1 wt modul 99, ABCG2 block 3, Pf gamet viab -3, Rab2A wt mod 102, ABCB1 block 3.6, Rac1 mut GTP 98, Cdc42 wt GTP 99 and HRas wt GTP 97.
O=C(Nn1cnc2ccccc2c1=O)c1cccc(Cl)c1 was read as Rab7 wt GTP bind 105, Avidin bead fluor 8, Mcl1-Noxa inh 7, Rac1 wt modul 99, ABCG2 block 4, Pf gamet viab -29, Rab2A wt mod 99, ABCB1 block 0.7, Rac1 mut GTP 95, Cdc42 wt GTP 99 and HRas wt GTP 100.
CCOCCCNC(=O)c1ccc(Cn2c(=S)[nH]c3c([nH]c4ccc(OC)cc43)c2=O)cc1 was read as Rab7 wt GTP bind inconclusive, Avidin bead fluor 9, Mcl1-Noxa inh 56*, Rac1 wt modul inconclusive, ABCG2 block -1, Pf gamet viab -7, Rab2A wt mod inconclusive, ABCB1 block -0.3, Rac1 mut GTP inconclusive, Cdc42 wt GTP inconclusive and HRas wt GTP inconclusive.
For CCNC(=O)NC(=O)CSc1nc2ccccc2n1CCOC the results were Rab7 wt GTP bind 99, Avidin bead fluor 40, Mcl1-Noxa inh 4, Rac1 wt modul 99, ABCG2 block 0, Pf gamet viab 1, Rab2A wt mod 98, ABCB1 block 0.0, Rac1 mut GTP 98, Cdc42 wt GTP 100 and HRas wt GTP 100.
Screening CCOC(=O)C1CCN(C(=O)C2CCN(S(=O)(=O)c3cccc4cccnc34)CC2)CC1 returned Rab7 wt GTP bind 101, Avidin bead fluor 8, Mcl1-Noxa inh 1, Rac1 wt modul 105, ABCG2 block 3, Rab2A wt mod 99, ABCB1 block 0.4, Rac1 mut GTP 99, Cdc42 wt GTP 102 and HRas wt GTP 102.
Screening Cc1c(-n2c(SCC(=O)O)nnc2-c2ccccc2Cl)c(=O)n(-c2ccccc2)n1C returned Rab7 wt GTP bind 94, Avidin bead fluor 23, Mcl1-Noxa inh 11, Rac1 wt modul 107, ABCG2 block -1, Pf gamet viab -17, Rab2A wt mod 100, ABCB1 block 0.1, Rac1 mut GTP 100, Cdc42 wt GTP 101 and HRas wt GTP 98.
O=C(/C=C/Nc1cccc(C(F)(F)F)c1)c1ccco1 was read as Rab7 wt GTP bind 95, Avidin bead fluor 6, Mcl1-Noxa inh 26, Rac1 wt modul 97, ABCG2 block -5, Pf gamet viab 16, Rab2A wt mod 96, ABCB1 block -4.5, Rac1 mut GTP 96, Cdc42 wt GTP 97 and HRas wt GTP 96.
For C=CCOn1c(=O)c(-c2ccc(OC)cc2)[n+]([O-])c2ccccc21 the results were Rab7 wt GTP bind 102, Avidin bead fluor 12, Mcl1-Noxa inh -7, Rac1 wt modul 113, ABCG2 block 5, Rab2A wt mod 103, ABCB1 block 0.8, Rac1 mut GTP 106, Cdc42 wt GTP 107 and HRas wt GTP 105.
`Cc1ccc([N+](=O)[O-])c(OCCn2cnc3ccccc32)c1` gave Rab7 wt GTP bind 104, Avidin bead fluor 9, Mcl1-Noxa inh 17, Rac1 wt modul 97, ABCG2 block 9, Pf gamet viab -12, Rab2A wt mod 97, ABCB1 block 0.9, Rac1 mut GTP 92, Cdc42 wt GTP 100 and HRas wt GTP 95.
For COc1ccc(NC(=O)CN2CCN(c3ccccc3Cl)CC2)cc1 the results were Rab7 wt GTP bind 97, Avidin bead fluor 32, Mcl1-Noxa inh 15, Rac1 wt modul 104, ABCG2 block 1, Pf gamet viab 11, Rab2A wt mod 99, ABCB1 block 0.4, Rac1 mut GTP 97, Cdc42 wt GTP 104 and HRas wt GTP 100.
For CSc1nc(-c2ccccc2)nn1C(=O)c1ccco1 the results were Rab7 wt GTP bind 97, Avidin bead fluor 6, Mcl1-Noxa inh 31, Rac1 wt modul 105, ABCG2 block -2, Rab2A wt mod 100, ABCB1 block -1.0, Rac1 mut GTP 100, Cdc42 wt GTP 101 and HRas wt GTP 102.
O=C(CN1CCN(C/C=C/c2ccccc2)CC1)Nc1cc([N+](=O)[O-])ccc1Cl was read as Rab7 wt GTP bind 96, Avidin bead fluor 14, Mcl1-Noxa inh 48, Rac1 wt modul 107, ABCG2 block 15, Rab2A wt mod 97, ABCB1 block 1.2, Rac1 mut GTP 101, Cdc42 wt GTP 102 and HRas wt GTP 100.
For Cc1ccc(C)c(-n2c3nc(=O)[nH]c(=O)c-3cc3cc([N+](=O)[O-])ccc32)c1 the results were Rab7 wt GTP bind inconclusive, Avidin bead fluor 9, Mcl1-Noxa inh 32, Rac1 wt modul inconclusive, ABCG2 block 3, Pf gamet viab 0, Rab2A wt mod inconclusive, ABCB1 block -0.1, Rac1 mut GTP inconclusive, Cdc42 wt GTP inconclusive and HRas wt GTP inconclusive.
COc1ccc2nc(SCCOC(=O)Nc3ccc(Cl)cc3)nc(C)c2c1 was read as Rab7 wt GTP bind 100, Avidin bead fluor 9, Mcl1-Noxa inh -34, Rac1 wt modul 101, ABCG2 block 0, Pf gamet viab 19, Rab2A wt mod 98, ABCB1 block 0.0, Rac1 mut GTP 96, Cdc42 wt GTP 97 and HRas wt GTP 98.
`Cn1ccnc1C(=O)c1cc(SCC(=O)NC2CC2)nc2ccccc12` gave Rab7 wt GTP bind 103, Avidin bead fluor 14, Mcl1-Noxa inh 4, Rac1 wt modul 98, ABCG2 block 2, Pf gamet viab 25, Rab2A wt mod 98, ABCB1 block 1.1, Rac1 mut GTP 97, Cdc42 wt GTP 97 and HRas wt GTP 97.
Screening COc1ccccc1C(=O)N(CCN(C)C)c1nc2cc(C)cc(C)c2s1 returned Rab7 wt GTP bind 97, Avidin bead fluor 10, Mcl1-Noxa inh 30, Rac1 wt modul 102, ABCG2 block 5, Pf gamet viab -3, Rab2A wt mod 99, ABCB1 block 1.5, Rac1 mut GTP 95, Cdc42 wt GTP 100 and HRas wt GTP 97.
For COc1ccc(-c2cc3nc(C)cc(NCCO)n3n2)cc1 the results were Rab7 wt GTP bind 104, Avidin bead fluor 37, Mcl1-Noxa inh -11, Rac1 wt modul 102, ABCG2 block 1, Rab2A wt mod 100, ABCB1 block 0.7, Rac1 mut GTP 99, Cdc42 wt GTP 102 and HRas wt GTP 101.
O=c1[nH]c2ccc(Cl)cc2c(=O)n1Cc1ccco1 was read as Rab7 wt GTP bind 102, Avidin bead fluor 8, Mcl1-Noxa inh 9, Rac1 wt modul 106, ABCG2 block 2, Pf gamet viab -1, Rab2A wt mod 102, ABCB1 block 0.2, Rac1 mut GTP 101, Cdc42 wt GTP 105 and HRas wt GTP 103.
Screening CCOc1cc(S(=O)(=O)N2CCN(CC)CC2)ccc1Cl returned Rab7 wt GTP bind 103, Avidin bead fluor 8, Mcl1-Noxa inh 2, Rac1 wt modul 105, ABCG2 block 2, Pf gamet viab 0, Rab2A wt mod 106, ABCB1 block 0.6, Rac1 mut GTP 103, Cdc42 wt GTP 106 and HRas wt GTP 107.
`CCc1ccc(NC(=O)C2CCN(S(=O)(=O)c3c(C)[nH]c(=O)[nH]c3=O)CC2)cc1` gave Rab7 wt GTP bind 102, Avidin bead fluor 14, Mcl1-Noxa inh 17, Rac1 wt modul 101, ABCG2 block 1, Pf gamet viab -15, Rab2A wt mod 101, ABCB1 block 1.2, Rac1 mut GTP 99, Cdc42 wt GTP 104 and HRas wt GTP 105.
For Cc1cc(C)c(-c2csc(NC(=O)c3n[nH]c(=O)c4ccccc34)n2)c(C)c1 the results were Rab7 wt GTP bind 97, Avidin bead fluor 11, Mcl1-Noxa inh 5, Rac1 wt modul 101, ABCG2 block 5, Pf gamet viab 8, Rab2A wt mod 97, ABCB1 block 1.2, Rac1 mut GTP 98, Cdc42 wt GTP 97 and HRas wt GTP 98.
Screening Cc1ccc(S(=O)(=O)N/N=C\c2ccccc2OCc2ccccc2)cc1 returned Rab7 wt GTP bind 93, Avidin bead fluor 10, Mcl1-Noxa inh 7, Rac1 wt modul 98, ABCG2 block -2, Rab2A wt mod 96, ABCB1 block -0.5, Rac1 mut GTP 95, Cdc42 wt GTP 97 and HRas wt GTP 97.
Cc1ccc(C23CC4CC(CC(CN)(C4)C2)C3)cc1 was read as Rab7 wt GTP bind 94, Avidin bead fluor 10, Mcl1-Noxa inh -5, Rac1 wt modul 99, ABCG2 block 5, Pf gamet viab -22, Rab2A wt mod 94, ABCB1 block 0.9, Rac1 mut GTP 92, Cdc42 wt GTP 97 and HRas wt GTP 97.
For CN(C(=O)COC(=O)COc1ccc(Cl)cc1)C1CCCCC1 the results were Rab7 wt GTP bind 101, Avidin bead fluor 14, Mcl1-Noxa inh -10, Rac1 wt modul 102, ABCG2 block -3, Rab2A wt mod 101, ABCB1 block -3.1, Rac1 mut GTP 98, Cdc42 wt GTP 101 and HRas wt GTP 102.
`COc1ccc2oc(=O)c(-c3ccccc3C(=O)N3CCOCC3)cc2c1` gave Rab7 wt GTP bind 96, Avidin bead fluor 4, Mcl1-Noxa inh 38, Rac1 wt modul 99, ABCG2 block 2, Rab2A wt mod 97, ABCB1 block 0.0, Rac1 mut GTP 98, Cdc42 wt GTP 99 and HRas wt GTP 101.
Screening CC(=O)Nc1ccc(-c2nnc(SCc3ccc(C)cc3)n2C)cc1 returned Rab7 wt GTP bind 97, Avidin bead fluor 19, Mcl1-Noxa inh 10, Rac1 wt modul 100, ABCG2 block 44, Rab2A wt mod 96, ABCB1 block 4.1, Rac1 mut GTP 97, Cdc42 wt GTP 101 and HRas wt GTP 98.
`Cc1ccc2c(C)nc(Nc3nc(CSc4nc5ccccc5[nH]4)cc(=O)[nH]3)nc2c1` gave Rab7 wt GTP bind 100, Avidin bead fluor 11, Mcl1-Noxa inh 7, Rac1 wt modul 105, ABCG2 block 4, Pf gamet viab -2, Rab2A wt mod 97, ABCB1 block 0.1, Rac1 mut GTP 98, Cdc42 wt GTP 99 and HRas wt GTP 100.
